# Htt clearance: clearance of mutant huntingtin inclusions, primary screen, imaging, HeLa Exon1htt(103Q)mCFP, confocal imaging; aggregate imaging; zero = plate's median compound well; inhibition, % at 1.5 µM; 47,000 tested, 0.42% active;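 active = inhibition of aggregate fluorescence above about 70%, also judged a hit by eye on the cell image, limit read from the data, passing the limit was not always enough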;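 also: cells exposed to compound for three days before fixation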
# Htt clearance grain fraction: further read-out of Htt clearance, marked with its call; fraction fluorescence in grains; measured here: aggregate grain fluorescence fraction; hits give low values;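 scaled fraction of total cell fluorescence in grains with unit not stated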
# * marks the source's active call; other numbers are inactive results. Some of the compounds tested. The share of hits here may be higher or lower than overall.
nr	Molecule	Htt clearance grain fraction	Htt clearance
1	CN(C(=O)c1cccc(C#N)c1)c1nnc(C2CCOC2)s1 (centres undefined)	27	23
2	N#Cc1c(N)nc(SCC(=O)OCc2ccccc2)c(C#N)c1-c1ccco1	16	51
3	CCOC(=O)C(C(=O)OCC)=C1OC(=O)c2ccccc21	19	-9
4	Cc1ccc(S(=O)(=O)c2c(COC(=O)c3cccc(Cl)c3)c(-c3ccccc3)nn2C)cc1	23	-9
5	CC(C)c1ccc(-c2nn[nH]n2)cc1	48	-32
6	CN1C2C=C3C(C#N)=C(N)C(C#N)(C#N)[C@@H](c4ccc(Cl)cc4)[C@@H]3C1CC2 (some centres undefined)	30	12
7	CCc1ccc(NC(=O)c2cc(-c3ccco3)on2)cc1	17	8
8	CC(C)Cn1c2c(c(O)c(C(=O)Nc3ccc(F)cc3)c1=O)CCCC2	12	61
9	Cc1ccc(CNc2ncnc3c2cnn3-c2ccccc2)cc1	15	28
10	CC1CCN(CCc2nc3cc(NS(=O)(=O)c4ccccc4)ccc3n2C)CC1	27	21
11	Cc1[nH]c2ccccc2c1C1(O)C(=O)N(Cc2ccc3c(c2)OCO3)c2ccccc21 (centres undefined)	13	33
12	Cn1nnnc1SCc1nnc(-c2ccccc2Br)o1	33	17
13	COCc1[nH]nc2c1C1(C(=O)N(C)c3ccccc31)C(C#N)=C(N)O2 (centres undefined)	33	4
14	COc1ccc(S(=O)(=O)NCc2ccccn2)cc1Cl	42	-131
15	COc1ccc2c(c1)[n+](=O)c(C(C)=O)c(C)n2[O-]	18	-3
16	O=C(Cn1c(CSc2ccccc2)nc2ccccc21)Nc1ccccc1	22	43
17	Cc1cc(=O)[nH]c(SCC(=O)c2ccc(C)c(C)c2)n1	30	26
18	Cc1cccc(OCC(=O)NCCN2CCOCC2)c1	30	-48
19	COc1ccc(NC(=O)CN(C)S(=O)(=O)c2ccc(Cl)cc2)c([N+](=O)[O-])c1	40	-30
20	COc1ccc(NC(=O)CSc2nnc(-c3ccccc3)n2N)cc1	21	-13
21	CCN(CC)c1ccc(NC(=O)CN2CCN(c3ccccc3F)CC2)cc1	45	-18
22	CN1C(=O)c2ccc(C(=O)NCc3ccccc3)cc2C1=O	33	-74
23	Cc1ccc(Sc2c(C#N)c(-c3ccccc3)nn2C)cc1	24	-14
24	NC(=O)CSc1nnc2sc3ccccc3n12	21	26
25	COCCn1c(=S)[nH]c2cc(C(=O)N3CCN(c4ccc(F)cc4)CC3)ccc2c1=O	32	21

# Along the list, from the results shown:
# Htt clearance, nos. 1–4: 23, 51, -9, -9
# Htt clearance grain fraction, nos. 1–4: 27, 16, 19, 23

# Among those listed so far, 4 contain a Cl atom.
nr	Molecule	Htt clearance grain fraction	Htt clearance
4	Cc1ccc(S(=O)(=O)c2c(COC(=O)c3cccc(Cl)c3)c(-c3ccccc3)nn2C)cc1	23	-9
6	CN1C2C=C3C(C#N)=C(N)C(C#N)(C#N)[C@@H](c4ccc(Cl)cc4)[C@@H]3C1CC2 (some centres undefined)	30	12
14	COc1ccc(S(=O)(=O)NCc2ccccn2)cc1Cl	42	-131
19	COc1ccc(NC(=O)CN(C)S(=O)(=O)c2ccc(Cl)cc2)c([N+](=O)[O-])c1	40	-30

# Going on with the list:
nr	Molecule	Htt clearance grain fraction	Htt clearance
26	COc1cccc(OCC(=O)Nc2ccc(OC)c(OC)c2)c1	11	45
27	Cc1ccc(CSCC(=O)N2CCOCC2)cc1	25	-24
28	COc1ccc(-n2ncc3c(=O)n(CC(=O)OCc4ccccc4)cnc32)cc1	45	-21
29	OC(c1ccccc1)c1nc2ccccc2s1 (centres undefined)	38	4
30	COc1ccc(S(=O)(=O)N(C)CC(=O)Nc2cccc(C(C)=O)c2)cc1	21	-26
31	COc1cccc(-n2c(SC3CCOC3=O)nc3ccccc3c2=O)c1 (centres undefined)	19	0
32	CCCCNc1nc(N(C)c2ccccc2)nc(-n2ccnc2)n1	11	67
33	NC(=O)c1ccc(NC(=O)CCCc2nc(-c3ccccc3Cl)no2)cc1	28	23
34	COc1cc(C(=O)O)ccc1OCC(=O)N1CCOCC1	32	12
35	NS(=O)(=O)c1cc(C(=O)N2CCc3ccccc32)c(Cl)cc1Cl	125	-288
36	O=C1CCCCCN1C(=O)c1ccc(C(=O)N2CCCCCC2=O)cc1	16	20
37	Cc1cccc(/C(N)=N/OC(=O)c2cccs2)c1	32	-8
38	CN1CCN(Cc2nc3c(c(=O)n(C)c(=O)n3C)n2Cc2cccc3ccccc23)CC1	22	-11
39	O=C(CSc1nnc2scc(-c3ccccc3)n12)NCC1CCCO1 (centres undefined)	9.8	46
40	Cc1ccc(S(=O)(=O)CC(C)N2CCN(C3CCCCC3)CC2)cc1 (centres undefined)	21	-16
41	CCOCCCN(C(=O)c1ccco1)C(C(=O)NC1CCCC1)c1cccc(OC)c1OC (centres undefined)	29	16
42	O=S(=O)(NCCc1csc(-c2ccc(C(F)(F)F)cc2)n1)c1ccc2c(c1)OCCO2	64	-56
43	O=C(COC(=O)c1cccc(NC(=O)c2ccco2)c1)c1ccc(Br)cc1	14	62
44	Cc1nn(C(=O)c2cccnc2)c(C)c1Sc1ccc(Br)cc1	34	-12
45	COCCCN1C(=O)C(=O)/C(=C(/O)c2ccccc2)C1c1ccc(N(C)C)cc1 (centres undefined)	22	44
46	Cc1nnsc1C(=O)NNS(=O)(=O)c1ccccc1	23	39
47	O=C(CSCc1ccc(Br)cc1)N1CCOCC1	14	19
48	Cc1nn2c3ccccc3n(CCN3CCCCC3)c2nc1=O	15	16
49	O=C(NCc1ccc2c(c1)OCO2)C1CCCN1C(=O)Nc1cccc(Cl)c1 (centres undefined)	23	42
50	CCOc1ccc(N2C(=O)CC(N3CCN(C(=O)c4ccco4)CC3)C2=O)cc1 (centres undefined)	29	4

# Further structures:
nr	Molecule	Htt clearance grain fraction	Htt clearance
51	Oc1ccc(N2CCN(C(c3cccnc3)c3nnnn3Cc3ccccc3)CC2)cc1 (centres undefined)	9.1	49
52	COc1c2ccoc2nc2c(OC)c(OCC(O)C(C)(C)O)ccc12 (centres undefined)	22	-23
53	O=C(CN(Cc1cccs1)C(=O)c1csnn1)NC1CCCC1	23	-23
54	CCn1ncc(Br)c1C(=O)Nc1ccc(Cl)cn1	9.4	49
55	COCCn1c(SCC(=O)Nc2cc(Cl)ccc2OC)nc2c(c1=O)SC(C)C2 (centres undefined)	32	4
56	Cc1ccc(N(C(=O)c2cccs2)C2C=CS(=O)(=O)C2)cc1 (centres undefined)	29	21
57	COc1ccc(N(CC(=O)Nc2cc(Cl)ccc2OC)S(=O)(=O)c2c(C)noc2C)cc1	28	18
58	CCOC(=O)Nc1ccc(S(=O)(=O)Nc2nccc(C)n2)cc1	13	24
59	CC1CCN(c2nc(-c3ccc(F)cc3)cc(C(F)(F)F)n2)CC1	40	-8
60	CCN1C(=O)c2cccc3c(NS(=O)(=O)c4ccc(NC(C)=O)cc4)ccc1c23	33	-9
61	CCCCCCCc1nc2c(=O)n(C)c3ccccc3c2o1	14	15
62	O=C(CCC(=O)Nc1ccccc1)NCCO	20	-9
63	COc1ccc(CN2CC(C(=O)NCCc3ccccc3)CC2=O)cc1 (centres undefined)	34	14
64	CN1CCN(c2nc(-c3ccccc3)c3cc(Cl)ccc3n2)CC1	46	-26
65	O=C1CC(Nc2ccc(N3CCOCC3)cc2)C(=O)N1Cc1ccccc1 (centres undefined)	20	-19
66	CC(C)c1cc(C(=O)Nc2sc3c(c2C#N)CCC3)no1	23	18
67	COc1cc2c(=O)n(Cc3ccccc3)c(=O)n(CC(=O)NCc3ccco3)c2cc1OC	23	-21
68	CCCCN(C)C(=O)C(Cc1ccccc1)NS(=O)(=O)c1ccc2c(c1)c(=O)n(C)c(=O)n2C (centres undefined)	47	0
69	CCOC(=O)CC(=O)CSc1ncnc2c1oc1ccccc12	32	-45
70	O=C(C1CCN(S(=O)(=O)N2CCOCC2)CC1)N1CCN(Cc2ccccc2)CC1	60	-62
71	COc1ccc(OC)c(-c2cc(C(=O)N3CCN(c4ncccn4)CC3)c3ccccc3n2)c1	50	-24
72	CCOC(=O)c1c(C)c(C(=O)NCCN2CCOCC2)c(C)n1CC	40	-8
73	CCOC(=O)N1CCN(Cc2cc(=O)oc3cc4c(cc23)CCC4)CC1	35	0
74	Cc1ccc(C(=O)Nc2nccc(-c3cccs3)n2)cc1	31	22
75	Cc1cccc(OCc2nc(C)cc(=O)[nH]2)c1	16	19

# Continued:
nr	Molecule	Htt clearance grain fraction	Htt clearance
76	Cc1ccc(Cl)cc1-n1c(=O)cc(N2CCN(C(=O)c3ccco3)CC2)[nH]c1=O	18	6
77	Cc1ccc(N=Cc2c(O)n(C)c(=O)n(C)c2=O)nc1	30	16
78	Cc1ccc(Cl)cc1NC(=O)Cn1cc2c(n1)CCCC2	52	-28
79	Cc1occc1C(=O)Nc1cc(=O)n(C)c(=O)n1C	8.8	55
80	COc1ccc(S(=O)(=O)N(C)CC(=O)N2CCN(C)CC2)cc1C	23	-16
81	Cc1cc(OCCN2CC(C)OC(C)C2)ccc1[N+](=O)[O-] (centres undefined)	22	-5
82	CC(C(N)=O)N1C(=O)c2cccc3cccc1c23 (centres undefined)	29	-23
83	CCCCCCCOc1ccc(OC(=O)c2cccnc2)cc1	17	27
84	Cc1ccc(Nc2ccc(C(=O)O)cc2N)cc1	36	-18
85	O=C(Cn1cccc1)N1CCN(c2ccc(F)cc2)CC1	34	32
86	Cc1nn(-c2ccc(F)cc2)c(C)c1NS(=O)(=O)c1ccc(Cl)cc1	19	2
87	O=C(Nc1cccn(Cc2c(Cl)cccc2Cl)c1=O)c1ccccc1Cl	23	-9
88	COc1ccc(-c2nsc3c(N4CCCCC4)ncnc23)cc1	44	-10
89	C=CCn1c(SCCCC)nc(O)cc1=O	44	-18
90	COC(=O)c1cc2occc2n1CC(=O)Nc1cc(OC)cc(OC)c1	45	-22
91	COc1cc(OC)c(C2SCCN2S(=O)(=O)c2ccc(F)cc2)cc1OC (centres undefined)	23	-20
92	C=CCn1c(SCC(C)=O)nnc1-c1cc(-c2ccccc2)sc1N	12	38
93	O=C(Nc1cccnc1)c1cccnc1Cl	18	9
94	CCCCn1nnnc1SCC(=O)c1cc(Cl)ccc1OC	59	-48
95	Cc1ccc2nc3n(c(=O)c2c1)CCCCC3	13	28
96	COc1cc2c(cc1NC(=O)CSc1ccccn1)oc1ccccc12	17	19
97	COc1ccc2c(c1)Cc1sc(NC(C)=O)nc1-2	19	5
98	Cc1cc(C)n(-c2cc(=O)n(C)c(=O)n2C)n1	44	-8
99	CCCCn1nnnc1NCc1cccnc1	22	-21
100	O=C1c2ccccc2C(=O)N1CC#CCN1CCN(C2CCCCC2)CC1	27	22

# Ordered by number of heavy atoms (rising): some entries from above
nr	Molecule	Htt clearance grain fraction	Htt clearance
95	Cc1ccc2nc3n(c(=O)c2c1)CCCCC3	13	28
84	Cc1ccc(Nc2ccc(C(=O)O)cc2N)cc1	36	-18
79	Cc1occc1C(=O)Nc1cc(=O)n(C)c(=O)n1C	8.8	55
91	COc1cc(OC)c(C2SCCN2S(=O)(=O)c2ccc(F)cc2)cc1OC (centres undefined)	23	-20
76	Cc1ccc(Cl)cc1-n1c(=O)cc(N2CCN(C(=O)c3ccco3)CC2)[nH]c1=O	18	6

# Additional entries follow:
nr	Molecule	Htt clearance grain fraction	Htt clearance
101	Cc1ccc(C(=O)NC(C)c2ccccc2)o1 (centres undefined)	31	-66
102	CCC(Oc1ccccc1)C(=O)N1CCN(c2ccccn2)CC1 (centres undefined)	15	22
103	Cc1oc2c(CN3CCCC3)c(O)ccc2c(=O)c1-c1ccc(Cl)cc1	39	11
104	Cc1ccccc1NC(=O)c1cccc(OCc2c(C)noc2C)c1	47	-13
105	CCC(Sc1nc(N)cc(=O)[nH]1)C(=O)NC(C(=O)OC)c1ccccc1 (centres undefined)	5.3	69
106	Cc1cc(C)cc(N(CC(=O)NC2CC3CCC2C3)S(C)(=O)=O)c1 (centres undefined)	36	0
107	CC(C)N(C(=O)COC(=O)c1ccc(O)cc1)C(C)C	50	-13
108	Cc1ccc(/C(COc2ccccc2O)=N\O)cc1	24	45
109	Cc1ccc(C)c(-n2nnnc2SCC(=O)c2ccc3c(c2)NC(=O)CO3)c1	25	-21
110	CC(SC1CCCC1)C(=O)Nc1ccnn1C(C)C (centres undefined)	38	12
111	COc1ccnc(Oc2ccc3ccccc3c2)c1C#N	29	8
112	Cc1c(C(=O)NCc2cccnc2)sc2ncn(CC(=O)N3CCCCC3C)c(=O)c12 (centres undefined)	17	5
113	Cc1ccc(C(=O)N2CCOCC2)cc1S(=O)(=O)Nc1cccc(C)c1C	14	29
114	C(=N\n1cnnc1)/c1ccc2c(c1)OCO2	44	-21
115	CCCCC(=O)Nc1cccc(NC(=O)c2ccc3c(c2)OCO3)c1	25	-38
116	c1ccc(-n2nnnc2SCc2cccc3nsnc23)cc1	39	-16
117	Cc1ccccc1NC(=O)c1ccccc1NS(=O)(=O)c1cccc2cccnc12	11	46
118	CCn1c(SCC(=O)N2CCC(C(N)=O)(N3CCCCC3)CC2)nnc1-c1ccccc1	20	0
119	Fc1ccccc1NC(=S)NCCc1ccccc1	38	-25
120	Cc1ccc(NC(=O)CSc2nnnn2-c2ccc3c(c2)OCO3)cc1C	19	3
121	O=C(CN1CCC(C(=O)c2ccc(Cl)cc2)CC1)Nc1ccc2c(c1)OCCO2	25	32
122	CC1CN(C(=O)c2cc(S(=O)(=O)N3CCCC3)c(Cl)cc2Cl)CC(C)O1 (centres undefined)	18	7
123	COc1cccc2cc(C(=O)C3=C(O)C(=O)N(CCN4CCOCC4)C3c3cccs3)oc12 (centres undefined)	27	19
124	CCN(CC)S(=O)(=O)c1cccc(-c2nnc(SCc3nnc(-c4cccs4)o3)n2N)c1	37	-17
125	CCOC(=O)c1csc(NC(=O)C2CCCCC2)n1	45	-47
126	COc1cc(C2C(C(C)=O)=C(O)C(=O)N2CCN2CCOCC2)ccc1O (centres undefined)	25	-29
127	CC1CN(Cc2nc3c(c(=O)[nH]c(=O)n3C)n2CCN2CCOCC2)CC(C)O1 (centres undefined)	27	-23
128	Cc1cc(C)nc(N2CCC(C(=O)NCc3cccc(C(F)(F)F)c3)CC2)n1	22	-10
